NCI-60 one-dose screen, 48 h, at 10 µM unless noted. Numbers give growth in % (100 = growth as untreated, 0 = no growth, -100 = all killed).
UACC-257: UACC-257 melanoma | hit rate 4.4% among 78,000 | AID 1794764
MDA-MB-435: MDA-MB-435 melanoma. hit rate 7.8% among 82,000
SK-MEL-2: SK-MEL-2 melanoma; hit rate 4.7% among 77,000
UACC-62: UACC-62 melanoma. AID 1794756. hit rate 5.4% among 81,000
SK-MEL-28: SK-MEL-28 melanoma; hit rate 4.1% among 81,000
SK-MEL-5: SK-MEL-5 melanoma; hit rate 6.4% among 80,000
MALME-3M: MALME-3M melanoma. AID 1794766. hit rate 5.8% among 78,000
M14: M14 melanoma | hit rate 6.2% among 80,000 | AID 1794745
An asterisk follows results filed as active; . = no result given; & = joins results of further samples; ! = repeats disagree. Rule for the calls: active = growth percent below 10; inactive = the rest. Hits appear at their usual frequency; any-hit rate near 11%.

SMILES | UACC-257 | MDA-MB-435 | SK-MEL-2 | UACC-62 | SK-MEL-28 | SK-MEL-5 | MALME-3M | M14
c1cncc(-c2nnc3sc(-c4ccc5c(c4)OCCO5)nn23)c1 | 109.7&96.9 | 93.5&96.1 | 104.7 | 86.3&92.7 | 95.5&93.4 | 97.5&98.1 | 98.6&91.1 | 92.4&99.5
Cc1c(C(N)=O)sc2ncnc(N)c12 | 102.4 | 100.1 | 113.0 | 100.4 | 107.6 | 102.1 | 110.7 | 104.5
NC(N)=N/N=C(/c1ccccc1)c1ccc2ccccc2c1 | 100.5 | 113.8 | 118.2 | 107.3 | 112.4 | 105.2 | 110.4 | 107.3
Cc1c(N)c(=O)n(-c2ccccc2)n1C | 106.0&101.5 | 115.7&99.0 | 105.3&101.5 | 104.8&89.9 | 110.5&102.5 | 109.2&99.9 | 116.3&88.8 | 88.4
COc1ccc(/C=C(\C#N)c2cc3ccccc3n2S(C)(=O)=O)cc1 | 90.2 | 6.0* | 101.2 | 58.1 | 82.5 | 87.8 | 66.5 | 56.1
Clc1ccc(Nc2nnc(-c3ccc4c(c3)OCO4)o2)cc1 | 100.3 | 99.9 | 102.1 | 88.9 | 113.7 | 104.5 | 99.0 | 102.1
CCNC(=O)c1ccc(Cl)cc1 | 91.9 | 96.5 | 101.2 | . | 99.2 | 100.3 | 103.1 | 99.1
CC(=O)Nc1nc2c(s1)C1=CC[C@H]3[C@@H]4CC[C@H](C(C)=O)[C@@]4(C)CC[C@@H]3[C@@]1(C)CC2 | 73.2 | . | 56.2 | 73.7 | 49.0 | 93.6 | 72.6 | 87.0
Oc1ccc2c(c1)CCc1ccccc1-2 | 99.2 | 96.6 | 115.2 | 104.2 | 105.5 | 97.8 | . | 101.9
COc1ccc(-c2nc(SCC(=O)c3ccc4ccccc4c3)[nH]c(=O)c2C#N)cc1 | 108.1 | 114.5 | 127.6 | 96.5 | 109.1 | 108.6 | 108.4 | 102.2
CN(C)c1ccc2cc(-c3nc4ccccc4s3)c(N)nc2c1 | 93.9 | 5.1* | 51.5 | 95.5 | 98.3 | 58.7 | 83.4 | 50.9
CNNCc1ccc(C(=O)NC(C)C)cc1 | 103.7 | 102.3 | . | 89.3 | 107.2 | 103.9 | 111.9 | 107.1
COc1ccc(-c2nc3ccc(-c4nnc(SCC(=O)Nc5ccc(OC)c(OC)c5)o4)cc3[nH]2)cc1 | 116.7 | 100.5 | 107.5 | 94.2 | 105.3 | 77.1 | 101.6 | .
C/C(CC(c1ccccc1)c1ccccc1)=N/O | 96.8 | 104.7 | 98.1 | 94.7 | 104.3 | 98.2 | 92.1 | 97.1
Clc1ccc(/C=C/c2ccc3ccccc3n2)cc1 | 104.2&133.5&44.2 | -38.5*! | 89.2&10.7 | 75.8&78.5&43.1 | 100.6&165.9&57.5 | 81.9&88.9&24.4 | 77.1&89.8&62.3 | 75.3&81.0
C/C(=N\NC(=O)COc1ccc(NC(=O)Nc2ccc(Cl)cc2)cc1)c1c[nH]c2ccccc12 | 105.7 | 108.0 | 115.6 | 101.4 | 108.4 | 101.2 | 99.1 | 105.8
CN1C(=O)N(c2ccccc2)C2N=c3s/c(=C4\C(=O)Nc5ccccc54)c(=O)n3NC21 (centres undefined) | 100.6 | 103.4 | 103.4 | 99.8 | 110.0 | 96.3 | 100.3 | 99.7
O=C1Nc2ccccc2/C1=N/N=C/c1cccs1 | 104.4 | 17.0 | 96.9 | 72.1 | 87.9 | 90.4 | 71.9 | 84.7
COC1=C(NCc2ccc3c(c2)OCO3)C(=O)C(OC)=C(NCc2ccc3c(c2)OCO3)C1=O | 90.9 | 103.4 | . | 104.7 | 96.4 | 105.5 | 98.4 | 102.5
CCCCC[C@H](O)c1ccccc1/C=C/[C@@H](O)[C@@H](O)CCCO | . | 102.7 | 120.8 | 97.4 | 115.1 | 99.8 | 99.1 | 103.1
COc1ccc(-c2cc(-c3ccc(C)cc3)nc(NC(=O)c3ccncc3)n2)cc1 | 103.4 | 97.4 | 100.3 | 95.0 | 104.0 | 86.6 | 105.2 | 107.1
Nc1nc(Cl)cc(NCCCCNc2cc(Cl)nc(N)n2)n1 | 104.9 | 123.6 | 87.6 | 101.2 | 117.5 | 111.3 | 144.8 | 117.1
O=[N+]([O-])c1ccc2[nH]cc(-c3c4ccccc4cc4[nH]c5ccc([N+](=O)[O-])cc5c34)c2c1 | . | -11.6* | 2.2* | 28.6 | 28.1 | 23.2 | 26.5 | -3.7*
CCOC(=O)C1C(=O)C=C(c2cc(OC)c(OC)c(OC)c2)CC1c1sc(N(C)Cc2ccccc2)nc1Cl (centres undefined) | 90.4 | 95.1 | 71.9 | 64.7 | 115.4 | 72.7 | 103.8 | 92.0
COc1ccc(-c2nn(-c3cccc(Cl)c3)cc2-c2c(C#N)c(N)nc3c2CCCC3)cc1 | 74.3 | 60.9 | 91.1 | 80.9 | 76.0 | 89.3 | 91.1 | 79.7
SMILES | UACC-257 | MDA-MB-435 | SK-MEL-2 | UACC-62 | SK-MEL-28 | SK-MEL-5 | MALME-3M | M14
N/C(=N\C(N)=N\c1nc2ccccc2s1)c1cscc1Br | 113.9 | 106.3 | 111.6 | 84.9 | 103.0 | 89.6 | 106.5 | 107.3
CC1(C)C2CCC(CCOC(=O)COc3cc(Cl)c(Cl)cc3Cl)C1C2 (centres undefined) | 120.7 | 102.6 | 116.5 | 107.0 | 114.0 | 115.7 | 103.1 | 110.9
NS(=O)(=O)c1ccc(CCn2c(SCC(=O)N/N=C/c3cc(Cl)ccc3Cl)nc3ccccc3c2=O)cc1 | 73.5 | 86.3 | 80.6 | 69.6 | 73.1 | 45.4 | 68.8 | 58.7
NC(=O)c1cc(Cl)ccc1NC(=O)c1ccc(-c2ccccc2)cc1 | 92.5 | 103.9 | 102.8 | 82.1 | 104.0 | 98.3 | 93.4 | 106.3
Nc1nc2ncc(CNc3ccc(C(=O)N[C@@H](CCC(=O)O)c4nn[nH]n4)cc3)nc2c(=O)[nH]1 | 102.1&111.2 | 108.4&102.1 | 98.7&99.8 | 97.6&97.8 | 110.5&99.6 | 99.4&94.7 | 88.3&89.6 | 100.0&90.2
CCCCCCCCN(CCCCCCCC)CCCCCCCCCN1CCCc2ccccc21 | 99.0 | 111.7 | 107.1 | 99.3 | 108.8 | 98.4 | 95.3 | 97.3
Cc1ccc2nc(C)c(-c3nnc(SCc4ccccc4[N+](=O)[O-])o3)n2c1 | 97.4 | 95.9 | 97.1 | 73.8 | 102.5 | 86.3 | 96.3 | 99.6
Cc1cccc2nc(-c3c(F)cccc3F)n(Cc3c(F)cccc3F)c12 | 94.7 | 97.6 | 101.0 | 77.6 | 92.6 | 79.1 | 112.5 | 88.8
COc1ccc(OC(=O)OCc2ccccc2)cc1 | 96.2 | 103.0 | 93.3 | 96.7 | 110.8 | . | 117.5 | 118.8
CC(=O)C1CCC2C3CC=C4CC(=O)CC5OC(CC12C)C3C45C (centres undefined) | 75.3 | 92.3 | 90.6 | 92.6 | 100.4 | 98.2 | 102.0 | 95.5
COc1ccc(-c2nc3cnccn3c2NC(C)(C)CC(C)(C)C)cc1O | 87.9 | 84.4 | 100.5 | 77.8 | 77.9 | 90.9 | 86.7 | 84.7
CC(C)/C=C/CC[C@](C)(O)[C@H]1CC[C@]2(C)[C@@H]1CC[C@@H]1[C@@]3(C)C/C(=C/c4cccc(C(F)(F)F)c4)C(=O)C(C)(C)[C@@H]3CC[C@]12C | 95.2 | 99.3 | 126.2 | 81.8 | 104.7 | 97.6 | 100.3 | 91.5
N#Cc1nc(CC(=O)c2ccc(Cl)cc2Cl)c(CC(=O)c2ccc(Cl)cc2Cl)nc1C#N | 85.7 | 96.8 | 117.7 | 81.7 | 102.5 | 98.6 | 85.2 | 91.3
Cc1ccc(N)c(C(=O)Nc2cc(C)no2)c1 | 149.8 | 110.3 | 109.3 | 103.1 | 120.0 | 93.2 | 99.1 | 98.8
CC(C)OC(=O)c1nc(-c2cccc(Cl)c2)nc2ccccc12 | 106.5 | 108.2 | 104.7 | 87.9 | 103.3 | 101.9 | 136.1 | 118.5
CCCCCCCCCN1C(=O)/C(=c2\sc3n(c2=O)NC2C(N=3)N(CC)C(=O)N2CC)c2ccccc21 (centres undefined) | 103.4 | 95.4 | 97.7 | 74.9 | 96.1 | 81.1 | 89.1 | 95.3
COc1ccc(/C=C2\C(=O)N=C3N2NC(c2cc(Br)ccc2O)C=C(C)N3c2ccccc2)cc1 (centres undefined) | 96.7 | 94.5 | 103.6 | 90.6 | 99.1 | 97.0 | 92.2 | 98.8
NC(N)=NS(=O)(=O)c1ccc(Nc2ccc3nnc(-c4ccncc4)n3n2)cc1 | 127.2 | 109.6 | 131.3 | 97.1 | 106.6 | 98.3 | 98.1 | 104.6
CN1CCN(c2ccc(C(=O)/C=C/c3cc(F)cc(C(F)(F)F)c3)cc2)CC1 | 91.1 | 24.0 | 116.6 | 82.8 | 96.3 | 71.3 | 91.7 | 92.2
O=C1C2C3C=CC(O3)C2C(=O)N1Nc1ccccc1 (centres undefined) | 104.3 | 96.9 | 133.1 | 100.2 | 105.2 | 109.1 | 119.8 | 104.0
O=Cc1c(Cl)[nH]c2ccc(-c3nc4sccn4c3C=O)cc12 | 106.5 | 93.0 | 99.0 | 89.1 | 108.8 | 98.2 | 88.8 | 100.3
NC(CSC(c1ccccc1)(c1ccccc1)c1cccc2ccccc12)C(=O)O (centres undefined) | 103.2 | 90.9 | 98.6 | 90.4 | 93.7 | 82.6 | 111.6 | 107.8
N#Cc1c(-c2ccccc2)cc(-c2ccc(Nc3nc(Nc4ccc(F)cc4)nc(Nc4ccc(F)cc4)n3)cc2)nc1N | 104.1 | 105.5 | 79.7 | 98.6 | 90.1 | 92.0 | 80.6 | 107.6
Nc1nc2c(ncn2[C@@H]2O[C@H](C(=O)NO)[C@@H](O)[C@H]2O)c(=O)[nH]1 | 99.6 | 108.4 | 106.6 | 104.5 | 107.2 | 104.4 | 109.2 | 107.6
CS(=O)(=O)Oc1ccc(-c2ccc3sccc3c2)cc1 | 115.8 | 98.4 | 107.8 | 93.9 | 108.9 | 97.8 | 108.3 | 105.7
SMILES | UACC-257 | MDA-MB-435 | SK-MEL-2 | UACC-62 | SK-MEL-28 | SK-MEL-5 | MALME-3M | M14
COc1cc(/C=C2/SC(=O)N(c3nc(N4CCCC4)nc(N4CCCC4)n3)C2=O)cc(OC)c1OC | 94.8 | 90.4 | 95.2 | 72.0 | 85.5 | 84.2 | 98.0 | 80.1
O=C(N/N=C/c1cc[nH]c1)c1cn(C2CC2)c2cc(N3CCNCC3)c(F)cc2c1=O | 108.0 | 102.6 | 112.0 | 90.2 | 103.7 | 100.2 | 94.4 | 108.0
Nc1nc2c(ncn2COC(CO)CO)c(=O)[nH]1 | 100.6 | 110.3 | . | 111.1 | 107.1 | 107.4 | 98.9 | 104.5
C[C@@H](Oc1cc(-c2cnn(C3CCNCC3)c2)cnc1N)c1c(Cl)ccc(F)c1Cl | -83.3* | -90.6* | . | -83.5* | -84.7* | -99.8* | -88.2* | -77.2*
COC(=O)c1ccc2c(c1)C(=O)N(CCc1ccc(S(N)(=O)=O)cc1)C2=O | 101.0 | 105.6 | 103.2 | 96.4 | 99.0 | 94.5 | 103.5 | 99.2
O=C(CCl)NC1c2ccccc2Oc2ccccc21 | 63.6 | 62.7 | 63.0 | 68.1 | 92.0 | 73.8 | 74.1 | 77.8
CC1(C)CC(=O)C2=C(C1)OC1=C(C(=O)CC(C)(C)C1)C2c1ccc(OCc2cn(-c3ccc(F)cc3F)nn2)cc1 | 83.3 | 92.4 | 93.8 | 58.6 | 102.9 | 58.4 | 89.6 | 87.3
Cc1cc(C)c2c(ccc3ccccc32)n1 | 99.1 | 103.0 | 98.4 | 94.5 | 110.2 | 97.3 | . | 117.1
COC(=O)Nc1ccc(NC(=O)OC)c2c1C(=O)c1ccccc1C2=O | 86.5 | 95.0 | 78.9 | 77.4 | 109.9 | 83.5 | 93.1 | 83.6
COc1cc(-c2nc3ccccc3c(=O)[nH]2)ccc1OCC(=O)N=Nc1c(O)[nH]c2ccc([N+](=O)[O-])cc12 | 101.7 | 116.8 | 102.1 | 105.6 | 112.0 | 93.6 | 103.6 | 105.6

Among those listed so far, 7 contain fluorine.
SMILES | UACC-257 | MDA-MB-435 | SK-MEL-2 | UACC-62 | SK-MEL-28 | SK-MEL-5 | MALME-3M | M14
Cc1cccc2nc(-c3c(F)cccc3F)n(Cc3c(F)cccc3F)c12 | 94.7 | 97.6 | 101.0 | 77.6 | 92.6 | 79.1 | 112.5 | 88.8
CC(C)/C=C/CC[C@](C)(O)[C@H]1CC[C@]2(C)[C@@H]1CC[C@@H]1[C@@]3(C)C/C(=C/c4cccc(C(F)(F)F)c4)C(=O)C(C)(C)[C@@H]3CC[C@]12C | 95.2 | 99.3 | 126.2 | 81.8 | 104.7 | 97.6 | 100.3 | 91.5
CN1CCN(c2ccc(C(=O)/C=C/c3cc(F)cc(C(F)(F)F)c3)cc2)CC1 | 91.1 | 24.0 | 116.6 | 82.8 | 96.3 | 71.3 | 91.7 | 92.2
N#Cc1c(-c2ccccc2)cc(-c2ccc(Nc3nc(Nc4ccc(F)cc4)nc(Nc4ccc(F)cc4)n3)cc2)nc1N | 104.1 | 105.5 | 79.7 | 98.6 | 90.1 | 92.0 | 80.6 | 107.6
O=C(N/N=C/c1cc[nH]c1)c1cn(C2CC2)c2cc(N3CCNCC3)c(F)cc2c1=O | 108.0 | 102.6 | 112.0 | 90.2 | 103.7 | 100.2 | 94.4 | 108.0
C[C@@H](Oc1cc(-c2cnn(C3CCNCC3)c2)cnc1N)c1c(Cl)ccc(F)c1Cl | -83.3* | -90.6* | . | -83.5* | -84.7* | -99.8* | -88.2* | -77.2*
CC1(C)CC(=O)C2=C(C1)OC1=C(C(=O)CC(C)(C)C1)C2c1ccc(OCc2cn(-c3ccc(F)cc3F)nn2)cc1 | 83.3 | 92.4 | 93.8 | 58.6 | 102.9 | 58.4 | 89.6 | 87.3

Screens (PubChem)
